# TRPC4 inh – TRPC4 (mouse) channel inhibition | 300,000 tested, 0.39% active | Q9QUQ5 | HEK293 TRPC4beta/mu-opioid, DAMGO-evoked Fluo4 calcium flux; active compounds read low | B-score at 10 µM;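 active = B-score over 3 SD under the library average, no early fluorescence shift, positive overall ratio signal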
#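 Assay system: Stable TRPC4beta/mu-opioid receptor HEK293 cells | Reagent: DAMGO in two steps, submaximal then maximal | Compound dosing: Single concentration per test compound | Signal: Fluo4 Ca2+ flux fluorescence | Evaluation: Per-well B score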
# MrgX1 antagonist – blocks BAM8-22 activation of human MrgX1 receptor; 310,000 tested, 1.3% active; AID 588676; MRGX1-HEK293 calcium flux, Fluo-4, BAM8-22 antagonism; active compounds read low; Q96LB2; B-score at 10 µM;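 active = calcium-response B-score plate-corrected more than 3 library SD below zero, starting fluorescence within 5 deviations, no agonist response on first addition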;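 also: peak minus trough fluorescence over baseline after final BAM8-22 challenge near maximal dose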
# Target sequence (Q96LB2 whole entry, looked up): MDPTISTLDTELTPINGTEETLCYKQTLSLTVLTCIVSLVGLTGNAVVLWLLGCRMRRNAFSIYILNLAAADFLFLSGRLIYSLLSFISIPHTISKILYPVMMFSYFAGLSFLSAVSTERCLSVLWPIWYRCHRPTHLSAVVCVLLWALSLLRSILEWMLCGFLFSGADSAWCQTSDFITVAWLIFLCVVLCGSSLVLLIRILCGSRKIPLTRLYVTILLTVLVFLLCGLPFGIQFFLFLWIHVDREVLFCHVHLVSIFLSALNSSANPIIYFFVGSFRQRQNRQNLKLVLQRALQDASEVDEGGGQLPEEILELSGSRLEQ
# SKKanGAS inh – blocks kanamycin growth of S. pyogenes SKKanGAS strain | BacTiter-Glo, 6 h | inhibition, % at 7.5 µM | 300,000 tested, 1.3% active;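 active = mean replicate score, as percent of positive control median, at least 50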;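 also: strain carries kanamycin resistance gene driven by streptokinase promoter and grows in 40 µg/ml kanamycin; loss of luminescence reflects streptokinase promoter inhibition or plain growth inhibition; 0% = median of DMSO wells and 100% = positive control at its reference dose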
# TRPC6 inhibitor – inhibitors of mouse TRPC6 channel; AID 2553; B-score at 10 µM; HEK293-TRPC6, membrane potential dye, ACh-evoked depolarization; active compounds read low; Q61143; 310,000 tested, 1.1% active;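 active = B-score under library mean minus 3 SD, initial fluorescence not abnormally high, positive integrated signal ratio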;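 also: B-score derived from integrated fluorescence ratio over the kinetic read; more negative B-score means stronger inhibition of depolarization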
# MrgX1 ag – agonists of human MrgX1 receptor | Q96LB2 | MrgX1-HEK293 cells, Fluo-4 calcium fluorescence, agonist mode; active compounds read high | AID 588627 | 310,000 tested, 0.44% active | B-score at 10 µM;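 active = calcium response B-score plate-corrected fluorescence ratio at least 3 library SD, with starting fluorescence B-score inside 5 SD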
#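 System: HEK293 cells stably expressing human MrgX1 receptor; Dosing: test compound in the initial addition of three; Schedule: overnight plating, then 30 min 37 °C plus 30 min room-temperature dye loading; Detection: kinetic calcium dye fluorescence, Fluo-4 NW; Controls: per-plate positive and negative controls for Z′ factor.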
# MrgX1 PAM – allosterically activates human MrgX1 receptor signaling; Q96LB2; MrgX1-HEK293, Fluo-4 calcium flux, FDSS; active compounds read high; B-score at 10 µM; AID 588675; 310,000 tested, 0.63% active;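 active = plate-corrected calcium response at least 3 library SD above typical, normal starting fluorescence, not activating the receptor alone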;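 also: compound read alongside a low EC10 to EC30 dose of BAM8-22 agonist; peak minus trough fluorescence over baseline measured at the second addition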
# ANO1 block – mouse TMEM16A channel inhibition, primary screen | normalized B-score (activity score, 25-100; higher = stronger inhibition) at 10 µM | HEK293 TMEM16A/YFP iodide influx fluorescence, ionomycin | AID 588511 | 310,000 tested, 1.2% active | Q8BHY3;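 active = ratio plate-corrected score three or more library SD toward inhibition, starting fluorescence score within five deviations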;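 also: score derived from kinetic fluorescence span divided by baseline fluorescence per well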
# TRPC4 act – TRPC4 (mouse) channel activation. 310,000 tested, 0.49% active. HEK293 TRPC4beta/mu-opioid, Fluo4 calcium fluorescence; active compounds read high. AID 2237. B-score at 10 µM;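 active = B-score above 5 SD of library B-scores, and initial fluorescence ratio not above library mean plus 5 SD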;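 also: positive B-score marks a calcium rise read as TRPC4 activation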
#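 Assay system – TRPC4beta and mu-opioid receptor HEK293 stable cells · Measured by – Fluo4 fluorescence, kinetic · Schedule – dye loading 45 min room temperature, 110 s kinetic read · Read-out – B-scored integrated calcium fluorescence ratio · Controls – buffer and maximal DAMGO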
# TRPC6 act – activates the mouse TRPC6 cation channel | HEK293-TRPC6 membrane potential dye fluorescence; active compounds read high | B-score at 10 µM | Q61143 | 310,000 tested, 0.13% active | AID 2550;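 active = B-score of the integrated fluorescence ratio above library mean plus 3 SD, and starting fluorescence ratio within library mean plus 5 SD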;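 also: higher score means more depolarization so channel activation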
# ANO1 activ – activates or potentiates the mouse TMEM16A chloride channel | Q8BHY3 | HEK293 TMEM16A/YFP-H148Q/I152L, iodide quench fluorescence; active compounds read low | B-score at 10 µM | 340,000 tested, 0.3% active | AID 623877;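 active = fluorescence-ratio B-score plate-corrected deviation score at least 3 library SD below zero, with starting fluorescence score within 5 deviations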;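 also: channel opened by trigger with iodide after compound preincubation; score built on the fluorescence ratio of max minus min over baseline; more negative score means more quench and so TMEM16A activation or potentiation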
# TRPC4 potent – TRPC4 (mouse) allosteric potentiation | Q9QUQ5 | HEK293 TRPC4beta/mu-opioid, DAMGO EC20, Fluo-4 Ca2+ flux; active compounds read high | B-score at 10 µM | 310,000 tested, 0.42% active | AID 2227;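 active = B-score of calcium response area above 5 SD of library B-scores, with initial fluorescence ratio within 5 SD of library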;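 also: B-score of integrated fluorescence ratio over time as area under calcium response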
# * marks the source's active call; other numbers are inactive results; i = inactive; nt = no result given.
compound | MrgX1 ag | ANO1 activ | TRPC4 inh | MrgX1 antagonist | TRPC4 potent | TRPC6 inhibitor | ANO1 block | TRPC4 act | MrgX1 PAM | TRPC6 act | SKKanGAS inh
COc1ccccc1CNC(=O)COc1ccccc1OC | i | i | i | i | i | i | i | i | i | i | 0
CCN(CC)CC(O)COc1ccc2c(c1)OCO2 (stereo not given) | i | i | i | i | i | i | i | i | i | i | -4
CCN(CC)c1ccc(/C=N/NC(=O)c2cc3ccccc3[nH]2)cc1 | i | i | i | i | i | i | i | i | i | i | -4
Cc1ccc(S(=O)(=O)NC(=O)COc2ccccc2C)cc1 | i | i | nt | i | nt | nt | i | nt | i | nt | nt
O=C(CCS(=O)(=O)c1ccccc1)N1CCCc2ccccc21 | i | i | i | i | i | i | i | i | i | i | 0
Cc1cc(=O)oc2c(C)c(OC(C)C(=O)NC3CCN(Cc4ccccc4)CC3)ccc12 (stereo not given) | i | i | i | i | i | i | i | i | i | i | 1
S=C(NCCc1c[nH]c2ccccc12)NC1CCCCC1 | i | i | i | i | i | i | i | i | i | i | -6
CCOc1ccc2c(C)cc(=O)oc2c1OCC | i | i | i | i | i | i | i | i | i | i | 2
CNC(=O)c1ccccc1NC(=O)c1cccc(S(=O)(=O)N2CCC(C)CC2)c1 | i | i | i | i | i | i | i | i | i | i | 4
O=C(CCc1nc2ccccc2s1)Nc1ccccc1 | i | i | i | i | i | i | i | i | i | i | 1
CC(C)c1ccc(NC2CCCN(C(=O)c3cc(C(C)C)nc(N)n3)C2)cc1 (stereo not given) | i | i | i | i | i | i | i | i | i | i | 1
CCC(C)[C@H](NS(=O)(=O)c1ccc(C)cc1)C(=O)N1CCC(C(=O)N2CCC(C(N)=O)CC2)CC1 (stereo not given in full) | i | i | i | i | i | i | i | i | i | i | 4
O=C(CSc1nc2ccccc2c(=O)n1Cc1ccco1)N1CCCC1 | i | i | i | i | i | i | i | i | i | i | -17
O=C(Nc1ccccc1NC(=O)C1CCCO1)c1ccco1 (stereo not given) | i | i | i | i | i | i | i | i | i | i | -8
CC1=CC(c2ccccc2)n2ncnc2N1 (stereo not given) | i | i | i | i | i | i | i | i | i | i | 4
CCOC(=O)c1[nH]c(C)c(C(=O)OCC)c1C | i | i | i | i | i | i | i | i | i | i | 5
CC1(C)CC(=O)C2=C(C1)NC1=C(C(=O)c3ccccc31)C2c1cccnc1 (stereo not given) | i | i | i | i | i | i | i | i | i | i | -1
O=C(Nc1cccnc1)c1cccc([N+](=O)[O-])c1 | i | i | i | i | i | i | i | i | i | i | 0
O=C(COc1ccccc1)N1CCN(S(=O)(=O)c2cccs2)CC1 | i | i | i | i | i | i | i | i | i | i | -1
CSc1ncc(Cl)c(C(=O)Nc2cccc(Cl)c2)n1 | i | i | i | i | i | i | i | i | i | i | 5
COCCn1c(SCC(=O)Nc2nnc(C)s2)nnc1-c1c[nH]c2ccccc12 | i | i | i | i | i | i | i | i | i | i | 3
CC(C)C[C@@]12C(=O)N(c3cccc(Br)c3)C(=O)N1[C@H](c1ccc(Cl)cc1)[C@@H]1C(=O)N(C3CCCCC3)C(=O)[C@@H]12 | i | i | i | i | i | i | i | i | i | i | 3
COCc1ccc(C(=O)N2CCCC(C(=O)c3ccc(Cl)cc3C)C2)o1 (stereo not given) | i | i | i | i | i | i | i | i | i | i | -3
Cc1cc(NC(=O)c2ccccc2-c2ccccc2C(=O)O)no1 | i | i | i | i | i | i | i | i | i | i | 4
COc1ccc(NC(=O)C2CCN(c3cc(C)nc(-c4ccccc4)n3)CC2)cc1 | i | i | i | i | i | i | i | i | i | i | 2
Cn1nnc(NC(=O)CSc2nnnn2-c2ccc(F)cc2)n1 | i | i | i | i | i | i | i | i | i | i | -5
O=C(O)c1cc(NC(=O)C2CCCO2)cc(C(=O)O)c1 (stereo not given) | i | i | i | i | i | i | i | i | i | i | 2
COC(=O)CN1C(=O)[C@H]2[C@@H](c3ccc(C)o3)N3C(=O)CN(Cc4ccc(-c5ccccc5)cc4)C(=O)[C@@]3(C)[C@H]2C1=O | i | i | i | i | i | i | i | i | i | i | 2
C/C(=C\C(=O)c1ccc(C)o1)Nc1ccc(C(=O)O)cc1C | i | i | nt | i | nt | nt | i | nt | i | nt | nt
CCOc1ccc(OCc2ccc(C(=O)NC(C)C)o2)cc1 | i | i | i | i | i | i | i | i | i | i | -9
CC(=O)c1c(C)[nH]c(C(=O)NC2=NCCS2)c1C | i | i | i | i | i | i | i | i | i | i | -3
CCOC(=O)C1CCN(C(=O)C2CCC(=O)N(CC3CCCCC3)C2)CC1 (stereo not given) | i | i | i | i | i | i | i | i | i | i | 3
O=C(Cn1nnc2ccccc21)c1ccc(Br)cc1 | i | i | i | i | i | i | i | i | i | i | 2
CCOC(=O)C(C)(C)N(Cc1ccc(C)cc1)S(=O)(=O)c1ccc(Cl)c([N+](=O)[O-])c1 | i | i | i | i | i | i | i | i | i | i | -7
Oc1sc(C=Nc2ccc(F)cc2)c2ccccc12 | i | i | i | i | i | i | i | i | i | i | 0
Cc1onc(-c2ccccc2)c1-c1csc(N/N=C/c2ccccc2)n1 | i | i | i | i | i | i | i | i | i | i | 9
COc1cccc(OC)c1C(=O)NC(=S)Nc1ccc(S(=O)(=O)Nc2nccs2)cc1 | i | i | i | i | i | i | i | i | i | i | 13
Oc1ccc(Br)cc1/C=N/Nc1ncc(-c2ccccc2)cn1 | i | i | i | i | i | i | i | i | i | i | 83*
COc1ccc2ccccc2c1/C=N/NC(=O)c1ccc([N+](=O)[O-])cc1 | i | i | i | i | i | i | i | i | i | i | 4
CC1CC(C)CN(C(=O)Cn2cc(C=O)c3ccccc32)C1 (stereo not given) | i | i | i | i | i | i | i | i | i | i | -3
O=C(CSc1nc2ccccc2o1)NC1CCCC1 | i | i | i | i | i | i | i | i | i | i | -13
CCCOc1ccc(N2C(=O)CC(N3CCN(CCN=CC4C(=O)CC(C)(C)CC4=O)CC3)C2=O)cc1 (stereo not given) | i | i | i | i | i | i | i | i | i | i | -16
CCOC(=O)C1=C(C)N=c2sc(=C(C)C)c(=O)n2C1c1ccc(N(C)C)cc1 (stereo not given) | i | i | i | i | i | i | i | i | i | i | 2
CC(C)c1ccc(S(=O)(=O)N2CCN(C(=O)CCNS(=O)(=O)c3ccccc3F)CC2)cc1 | i | i | i | i | i | i | i | i | i | i | -2
CC1CCCCC1N1CN=C(Nc2nc3ccccc3s2)NC1 (stereo not given) | i | i | i | i | i | i | i | i | i | i | 4
Cc1cc(C(=O)CSc2nnc(-c3ccco3)o2)c(C)n1CC1COc2ccccc2O1 (stereo not given) | nt | i | i | nt | i | i | nt | i | nt | i | -1
CSc1nc(Cl)cc(=O)[nH]1 | i | i | i | i | i | i | i | i | i | i | 1
O=C(N/N=C/c1ccsc1)c1cc(-c2cccs2)nc2ccccc12 | i | i | i | i | i | i | i | i | i | i | -3
Cc1ccc(S(=O)(=O)N2CCOCC2)cc1NC(=O)COC(=O)CNC(=O)c1ccc(Oc2ccccc2)cc1 | i | i | i | i | i | i | i | i | i | i | 4
CCc1cc(=O)oc2cc(C)cc(OC(C)C(=O)NCc3ccncc3)c12 (stereo not given) | i | i | i | i | i | i | i | i | i | i | -2
O=C(Cc1ccccc1)N/N=C/c1ccc([N+](=O)[O-])s1 | i | i | i | i | i | i | i | i | i | i | 10
O=C(NCc1ccccc1)C1C(=O)N(Cc2ccccc2)C(=O)C1C1(O)CCCC1 (stereo not given) | i | i | i | i | i | i | i | i | i | i | 0
Cc1ccc(NC(=O)COc2coc(CN3c4ccccc4CC3C)cc2=O)c(C)c1 (stereo not given) | i | i | i | i | i | i | i | i | i | i | -1
O=C(CSc1nc2nc[nH]c2c(=O)[nH]1)NC1CCCCC1 | i | i | i | i | i | i | i | i | i | i | -1
Cc1nc2cc(C(F)(F)F)ccc2n1C1CCN(CC(=O)N2CCOCC2)CC1 | i | i | i | i | i | -5.2* | i | i | i | i | 3
COc1cc(NC(=S)NC(=O)c2ccc(F)cc2)ccc1NC(=O)c1ccco1 | i | i | i | i | i | i | i | i | i | i | -2
c1coc(-c2nnc(-c3ccc4c(c3)OCO4)o2)c1 | nt | nt | i | nt | i | i | nt | i | nt | i | 0
CCOC(=O)C(Cc1cc(C(C)=O)ccc1OCC)C(=O)OCC | i | i | i | i | i | i | i | i | i | i | -10
O=C(CN1CCN(c2ccccc2F)CC1)Nc1ccc2c(c1)CCC2 | i | i | i | i | i | i | i | i | i | i | -9
NC(=O)CN(c1ccc(Cl)cc1)S(=O)(=O)c1ccccc1 | i | i | i | i | i | i | i | i | i | i | -7

# (list continues)
compound | MrgX1 ag | ANO1 activ | TRPC4 inh | MrgX1 antagonist | TRPC4 potent | TRPC6 inhibitor | ANO1 block | TRPC4 act | MrgX1 PAM | TRPC6 act | SKKanGAS inh
O/N=C/c1ccc2ccccc2n1 | i | i | i | i | i | i | i | i | i | i | 7
CC(CN1CCN(C)CC1)OC(=O)c1ccc(Cl)cc1Cl (stereo not given) | i | i | i | i | i | i | i | i | i | i | -12
CCN(CC)c1nc(N)nc(NS(=O)(=O)c2ccc(Cl)cc2)n1 | i | i | i | i | i | i | i | i | i | i | 1
CCc1c(C(=O)Nc2nnc(C3CC3)s2)csc1C | i | i | i | i | i | i | 100* | i | i | i | 2
CCO[C@H]1OC(C(=O)O)=C[C@@H](C2CC2)[C@@H]1CCCO | i | nt | i | i | i | i | i | i | i | i | 2
CCCCc1nnc(NC(=O)CSCc2cc(=O)n3ccsc3n2)s1 | i | i | i | i | i | i | i | i | i | i | -6
CCCCOc1ccc(CN=C(N)N)cc1Cl | i | i | i | i | i | i | i | i | i | i | 11
O=C(c1ccccc1)c1cc2ccc(O)cc2oc1=O | i | i | i | i | i | i | i | i | i | i | 62*
O=C(NCc1ccccc1)c1ccc(-c2ccc(F)cc2)o1 | i | i | i | i | i | i | i | i | i | i | -3

# Screening data (PubChem)
